Cycloheximide cs – affects cycloheximide protein synthesis inhibition readout, counter-screen | cell reporter, cycloheximide protein synthesis inhibition counterscreen | max response, % | 12% of 300,000 active; in the data active = max response mostly above about 13%, no sharp cut-off; inactive = mostly below about 14%; note: read at 38.3 µM for the half of the compounds with a filed dose; 0% is about no effect
AmpC inh no detg – AmpC beta-lactamase inhibition without detergent; AmpC nitrocefin hydrolysis, absorbance 480 nm, 0.0001% Triton; AID 485341; Potency, µM (series often up to 57.1 µM), without a hit: top-dose activity change, negative = inhibition, usual class: inhibitors; 0.52% of 330,000 active;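 note: potency is the fitted concentration of half-maximal effect; plate controls were no compound for no effect and no enzyme for full effect; nearly all actives have a fitted effect of over 20% in size; some results filed as inactive show a strong effect at the top dose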
Target sequence (P00811 whole entry, looked up): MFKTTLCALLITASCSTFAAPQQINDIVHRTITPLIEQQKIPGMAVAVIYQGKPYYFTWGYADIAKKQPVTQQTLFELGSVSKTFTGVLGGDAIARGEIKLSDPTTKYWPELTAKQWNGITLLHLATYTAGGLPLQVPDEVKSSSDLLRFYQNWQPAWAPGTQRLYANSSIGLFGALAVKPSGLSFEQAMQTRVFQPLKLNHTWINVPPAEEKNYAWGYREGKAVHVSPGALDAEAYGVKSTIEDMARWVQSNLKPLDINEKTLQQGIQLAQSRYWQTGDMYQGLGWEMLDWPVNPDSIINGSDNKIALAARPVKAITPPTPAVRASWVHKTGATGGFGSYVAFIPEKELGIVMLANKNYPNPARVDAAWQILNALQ
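AmpC (5.3 nM in the dispensed reagent) in 20 mM phosphate pH 7.0 with 0.01% (detergent screen) or 0.0001% Triton X-100 was preincubated with compounds for 15 min at room temperature. Nitrocefin was then added from an 800 uM solution, and hydrolysis was followed at 480 nm.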
LmPK inhibitor – LmPK (Leishmania mexicana) enzyme inhibition. AID 1721. purified LmPK, Kinase-Glo ATP luminescence, 1 h. Potency, µM (highest dose often 57.5 µM), for the others: at the highest dose activity change, negative = inhibition, usual class: inhibitors. 0.37% of 290,000 active. Q27686; note: potency is the fitted concentration of half-maximal effect; % is set by controls: 0 for no effect and ±100 for the full control effect
Target sequence (Q27686 whole entry, looked up): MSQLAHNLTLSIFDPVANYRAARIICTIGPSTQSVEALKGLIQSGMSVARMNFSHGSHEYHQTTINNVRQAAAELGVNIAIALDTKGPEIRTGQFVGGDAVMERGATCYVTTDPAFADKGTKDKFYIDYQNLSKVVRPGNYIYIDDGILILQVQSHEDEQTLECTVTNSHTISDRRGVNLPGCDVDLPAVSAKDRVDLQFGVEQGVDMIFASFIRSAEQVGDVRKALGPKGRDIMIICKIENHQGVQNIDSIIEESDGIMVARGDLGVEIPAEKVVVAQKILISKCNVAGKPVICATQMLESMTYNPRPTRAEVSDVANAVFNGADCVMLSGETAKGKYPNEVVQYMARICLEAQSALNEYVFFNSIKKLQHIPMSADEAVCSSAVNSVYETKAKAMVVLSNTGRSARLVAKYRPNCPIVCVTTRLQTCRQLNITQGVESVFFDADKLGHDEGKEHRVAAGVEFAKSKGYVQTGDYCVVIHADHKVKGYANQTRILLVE
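Screened at intermediate enzyme activity to detect both inhibitors and activators: LmPK at 0.1 nM, with a 0.5 nM enzyme column as activation reference. PEP 0.5 mM, ADP 0.1 mM; ATP detected by luminescence after 1 h.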
Pf growth 48h – P. falciparum growth inhibition at 48 hours (one generation). P. falciparum luciferase growth in erythrocytes, 48 h. Potency, µM (doses to about 28.7 µM), without a hit: top-dose activity change, negative = inhibition, hits mostly inhibitors. 5.9% of 310,000 active. AID 504832; note: potency is the fitted concentration of half-maximal effect; % is set by controls: 0 for no effect and ±100 for the full control effect
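Compounds are pin-transferred into medium, infected erythrocytes (2% hematocrit, 0.1% parasitemia final) are added, and plates sit one parasite generation at 37 C in 5% CO2. Detection reagent is then added and luminescence measured.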
Tb PYK inh – blocks Trypanosoma brucei pyruvate kinase | Q57TT1 | TbPYK enzyme, Kinase-Glo Plus ATP luminescence, 45 min | Potency, µM (doses to about 76.8 µM), for inactives: top-dose activity, negative = inhibition, usual class: inhibitors | 0.12% of 410,000 active | AID 624173; note: potency is the fitted concentration of half-maximal effect; % is set by controls: 0 for no effect and ±100 for the full control effect; nearly all actives have a fitted effect of over 50% in size
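Luminescence from Kinase-Glo Plus, added after a 45-minute room-temperature reaction, served as the end-point read-out. The enzyme and substrate were preincubated with compound before ADP (130 uM final) initiated turnover. Concentration-effect curves came from normalized qHTS data.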
Pf growth 96h – P. falciparum growth inhibition at 96 hour, primary screen for plastid delayed-death inhibitors; P. falciparum luciferase reporter growth, 96 h; Potency, µM (highest dose often 28.7 µM), without a hit: top-dose activity change, negative = inhibition, most hits filed as inhibitors; 6.9% of 320,000 active; AID 504834; note: potency is the fitted concentration of half-maximal effect; % is set by controls: 0 for no effect and ±100 for the full control effect
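Parasite growth measured via integrated firefly luciferase reporter in P. falciparum. Infected erythrocytes at 2% hematocrit, 0.05% parasitemia final were treated 96 hours at 37 C under 5% CO2, and luminescence was read.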
Shiga toxin inh – inhibitors of Shiga toxin in Vero cells; 9.2% of 290,000 active; inhibition, % at 38.7 µM; Vero cells, Shiga toxin protein synthesis inhibition reporter; in the data active = inhibition mostly above about 28%, no sharp cut-off; inactive = mostly below about 43%; note: 0% is about no effect
The depositor's hits bear a star; ? = inconclusive; / = not tested or not shown; & = joins results of further samples; [ ] = another dose, or the depositor's remark. Unless noted, calls come from the whole dose curve; as a rule, active = well fitted curve in the direction sought with a large enough effect; inconclusive = small, poorly fitted or top-dose-only effect, or another doubt; inactive = no such curve, though single readings can be large; an effect the other way counts as inactive or inconclusive. Hits appear at their usual frequency; about 22% have a hit in one of these screens.

SMILES | Cycloheximide cs | AmpC inh no detg | LmPK inhibitor | Pf growth 48h | Tb PYK inh | Pf growth 96h | Shiga toxin inh
Cc1ccc(C(=O)OC(C)C(=O)N(C)C2CCCCC2)cc1S(=O)(=O)N1CCCCC1 (stereo not given) | / | 146%[activator] | / | 12µM* | 2% | ? | /
CC(C)(C)C1CCC(=NNC(=O)c2ccc(Br)o2)CC1 (stereo not given) | 35* | -22% | -5% | 13% | 0% | -27% | 51*
O=C(Nc1cccc(F)c1)c1ccc(Br)o1 | 60* | -15% | -1% | 89%[activator] | 4% | 57%[activator] | 77*
Cc1cc(SCc2cccc(Cl)c2)nc(=O)[nH]1 | 8 | -21% | 1% | 29% | 0% | -17% | 6
Cc1cc([N+](=O)[O-])ccc1NC(=O)CSc1nccc(=O)[nH]1 | -1 | -18% | 1% | -3% | -7% | 36%[activator] | 17
O=C(c1ccccc1NS(=O)(=O)c1ccc2c(c1)OCCO2)N1CCOCC1 | 1 | -17% | 3% | 7% | 0% | -18% | -2
CN1CCC(OC(c2ccccc2)c2ccccc2)CC1 | -2 | -2% | 6% | -17% | -16% | ? | -6
CNC(=O)c1cc2c(s1)-c1ccccc1CC2 | 49* | -1% | 4% | 47%[activator] | -5% | 29% | 100*
Cc1noc(C)c1S(=O)(=O)N1CCN(c2ccccc2)CC1 | 1 | 11% | 4% | / | 1% | ? | 50
CCOC(=O)c1[nH]c2ccc(OCC)cc2c1NC(=O)CN1CCN(c2ccccn2)CC1 | -2 | 77%[activator] | 0% | 7.4µM* | -8% | 4.7µM* | -21
CCCCCCn1nc(C(=O)OCC(=O)NC2CCS(=O)(=O)C2)c2ccccc2c1=O (stereo not given) | 1 | 137%[activator] | 4% | 6% | 2% | 5% | -5
Cc1cccc(C)c1Nc1c(-c2ccccc2O)nc2ncccn12 | -2 | -3% | 6% | 2.9µM* | 5%&-1% | ? | 16
O=C(Cn1cnc2ccccc2c1=O)Nc1cccc(S(=O)(=O)N2CCCCC2)c1 | 7 | 0% | 11% | -11% | -1% | -2% | 7
O=S(=O)(c1ccccc1)N1N=C(c2ccc(Cl)cc2)CC1c1ccco1 (stereo not given) | / | 27% | / | 10µM* | -1% | ? | /
O=C(O)CCc1nn2c3ccccc3n(Cc3ccccc3F)c2nc1=O | -1 | -17% | 5% | 9% | -9% | 0% | 2
O=c1[nH]c(=O)n(Cc2ccc(F)cc2)c(O)c1C=NCCCN1CCOCC1 | -2 | -17% | -5% | ? | 7% | -14% | -17
CC(Oc1ccc(F)cc1F)C(=O)/C=C/N(C)C (stereo not given) | 2 | 0% | -2% | ? | -3% | -11% | 37
O=C(c1cc2cc([N+](=O)[O-])ccc2oc1=O)N1CCN(c2ncccn2)CC1 | -2 | -10% | -1% | / | 9% | -25% | -21
CC1CCN(S(=O)(=O)c2cccc(C(=O)N(C)C3(C)CCS(=O)(=O)C3)c2)CC1 (stereo not given) | -4 | 26% | -3% | -4% | -1%&-1% | 4% | -5
Cc1[nH]c2ccccc2c1C(=O)C(=O)N1c2ccccc2CC1C (stereo not given) | -2 | -26% | 9% | 6.6µM* | -11% | 12µM* | -7
Cn1c(SCC(=O)c2ccc(F)cc2)nnc1-c1cccnc1 | 10 | -13% | -1% | -4%[5.75 µM] | -1% | ? | 25
CCOc1ccc2nc(NCCNC(=O)C(C)C)c(C)cc2c1 | 10 | 47% | 4% | 0% | -15% | -20% | 7
CCCCN(CCCC)S(=O)(=O)c1ccc(NC(=O)c2cccs2)cc1 | -5 | -45% | 3% | / | -1% | 0.41µM* | -8
CC(=O)N1N=C(c2ccncc2)OC12CCCCCC2 | 1 | -6% | 5% | ? | 1% | -3% | 20
Cn1nccc1C(=O)Nc1ccc(Cl)cc1 | 28* | -6% | -23% | 95%[activator] | -10% | 148%[activator] | 68*
Cc1ccc2c(c1)CN1CN2Cc2cc(C)ccc21 | 1 | 10% | 2% | -22% | -21% | 1% | 13
O=C(NC1CCN(Cc2ccccc2)CC1)c1c(Cl)cccc1Cl | -1 | -2% | -2% | 1% | 9% | 2% | -3
CCOc1ccc(C2=CSC3=NCCN23)cc1Cl | 1 | 22% | 0% | ? | -18% | ? | -10
Cc1ccc(-c2nn3c(-c4cccc(Cl)c4)nnc3s2)cc1 | -7 | -13% | 2% | 9% | / | -9% | -30
COc1ccccc1OCCNC(=O)C1CC(=O)N(c2ccc3c(c2)OCCO3)C1 (stereo not given) | / | ? | / | 3% | 1% | -3% | /
CCOc1ccc(CNC(=O)c2ccc(Sc3ccc(Cl)cc3)c(NC(C)=O)c2)cc1OC | -2 | 180%[activator] | 0% | -9% | -1%&-7% | -9% | 8
COC(=O)c1cc(NC(=O)c2nn(C)c(=O)c3ccccc23)cc(C(=O)OC)c1 | -3 | -14% | 0% | 23% | -5% | 60%[activator] | -13
OCCNc1nc(-c2ccccc2)c2cc(Cl)ccc2n1 | 7 | 151%[activator] | 5% | 0% | -1% | 11% | -14
COc1ccc(OCCC(=O)N2CCCCC2)cc1 | 27* | -16% | -7% | 127%[activator] | -2% | / | 35*
Cc1cc(-n2nc(C)cc2C)n2nc(C)c(-c3ccc(Cl)cc3)c2n1 | -3 | -39% | 8% | 5% | 0% | / | -14
COc1ccc(-c2cc(C(F)(F)F)n3ncc(C(=O)O)c3n2)cc1OC | 25* | -8% | 0% | -16% | 5% | -16%[5.75 µM] | -17
Cc1cc(NC(=O)C(C)SCC(=O)Nc2nnc(CC(C)C)s2)no1 (stereo not given) | / | -20% | / | ? | 1% | ? | /
O=C(/C=C/c1ccccc1)Nc1cccnc1Oc1ccccc1F | 62* | 9% | 4% | 1% | 5% | 44%[activator] | 76*
COc1ccc(-c2[nH]c(-c3ccc(SC)cc3)nc2SCC(=O)Nc2nccs2)cc1 | 6 | ? | -2% | ? | -15% | ? | 6
Nc1nnc(SCC(=O)c2ccco2)s1 | -2 | -19% | 1% | 19% | -4% | 36%[activator] | 17
CCc1noc(C)c1C(=O)Nc1ncc(C)s1 | 19* | -20% | -2% | 54%[activator] | 1% | -2% | 41*
COc1ccc(CNC(=O)CCc2c(C)nc3ncnn3c2C)cc1 | 7 | -12% | -5% | -28% | 3% | ? | 14
CN1CCN(C(=O)c2cnn(-c3ccccc3)c2NC(=O)c2ccccc2F)CC1 | -1 | 2% | 6% | 0% | -13% | / | 5
O=[N+]([O-])c1ccc(S(=O)(=O)CC(CN2CCOCC2)N2CCOCC2)cc1 (stereo not given) | 4 | -16% | -11% | 6% | -1% | ? | 24
COc1ccccc1N1CCN(S(=O)(=O)c2cnc[nH]2)CC1 | -1 | -5% | 0% | / | 7% | -2% | -4
C/C(=C/C(=O)Nc1cccc(F)c1)N1CCCC1 | -3 | -26% | 9% | 14% | -20% | 16% | -4
O=C(CSc1nnc(CNC(=O)c2ccco2)o1)c1ccc(Cl)cc1 | -1 | -16% | 3% | 13% | -3% | 2% | -12
COc1ccccc1CNS(=O)(=O)c1cc(C(=O)NCc2ccccn2)c(Cl)cc1Cl | / | -7% | / | ? | -2% | -11% | /
COC(=O)c1cccc(NC(=O)c2ccc3c(c2)C(=O)N(Cc2cccnc2)C3=O)c1 | 3 | 92%[activator] | 1% | 15% | 0% | ? | -3
COc1ccc(C2(c3ccc(OC)cc3)NC(=O)N(CC(=O)N(C)C3CCC(C)CC3)C2=O)cc1 (stereo not given) | / | 43% | / | 10µM* | 4% | ? | /
Cn1c(SCC(=O)Nc2ccccc2)nc2c([nH]c3ccccc32)c1=O | -3 | -9% | -3% | 0% | 0% | 0% | -5
CC12CN3CC(C)(CN(C1)C3c1cccnc1)C2=O (stereo not given) | -5 | -2% | 2% | 13% | 4% | -10% | -7
Cc1ccc(C(=O)OCC(=O)Nc2cccc(S(=O)(=O)NC3=NCCCCC3)c2)c(C)c1 | 9 | -21% | -1%[11.5 µM] | -25% | 1% | 12% | 21
O=C(CN1C(=O)c2ccccc2C1=O)Nc1sc2c(c1C(=O)NCc1ccco1)CCCC2 | 4 | -32% | 3% | 61%[activator] | -2% | 25% | 8
Cc1cc(C)c(S(=O)(=O)N2CCCCCC2)cc1Br | -2 | -23% | -2% | -28% | 5% | 13% | -9
Cc1cccc(C)c1NC(=S)NNc1ncc(C(F)(F)F)cc1Cl | -2 | -14% | -2% | / | -4% | ? | 19
Cc1ccc(CN2CCSc3ccc(C(=O)N4CCOCC4)cc32)cc1 | -1 | 104%[activator] | 2% | ? | -8% | -2% | -3
CCCc1cc(=O)[nH]c(/N=C(\N)Nc2ccccc2)n1 | -4 | -20% | -8% | 26% | -7% | -3% | -20
Cc1ccc(SCC(=O)NCc2ccccc2C)cc1 | 16 | 5% | -3% | 0% | 1% | 10% | 14
O=C(NCc1ccc2c(c1)OCO2)c1ccc(-n2cnnn2)cc1 | -1 | -23% | 1% | 13% | -2% | 1.7µM* | -9

(continued)
SMILES | Cycloheximide cs | AmpC inh no detg | LmPK inhibitor | Pf growth 48h | Tb PYK inh | Pf growth 96h | Shiga toxin inh
c1ccc([C@H]2CN3CCSC3=N2)cc1 | / | -18% | / | ? | -5% | -2% | /
Cc1ccc(-n2c(C)cc(C(=O)CN3C(=O)C(=O)N(C4CCCC4)C3=O)c2C)cc1 | -2 | -23% | 7% | -8% | -1% | -7% | -11
O=C(Nc1cccc2cccnc12)c1ccc(Cl)cc1Cl | 16 | -35% | -2% | -17% | 0% | 0% | -14
CC1(C)CC(=O)C=C(c2cccc3c2sc2ccccc23)C1 | / | -18% | / | -9% | -1% | 11% | /
O=C(O)c1cccc(-n2cccc2C=C2C(=O)c3ccccc3C2=O)c1 | 8 | -18% | 22% | -4% | -26% | ? | -1
Cc1ccc(NS(=O)(=O)c2cc(Br)cnc2N)cc1C | -2 | -28% | 5% | 33%[activator] | 0% | 37%[activator] | -6
Cc1ccc(C)c(Cn2c(=O)n(CCCC(=O)NCc3ccco3)c(=O)c3sccc32)c1 | -5 | -12% | -1% | / | -1% | ? | -8
COc1ccc(OC)c(S(=O)(=O)NCc2nc3nc(C)cc(C)n3n2)c1 | -2 | -18% | -3% | -7% | -13% | 13µM* | 21
Cc1ccc(Cl)cc1NS(=O)(=O)c1ccc(-n2cccn2)cc1 | -2 | -21% | 4% | 4% | 0% | 8% | -12
CCc1ccccc1NC(=O)CCc1c(C)nc(SC)nc1C | -2 | -3% | -5% | -25% | 1% | ? | 30
CC(=O)c1ccc(NC(=O)Oc2ccccc2)cc1 | -1 | -15% | 0% | / | 0% | 17% | -6

2 consecutive compounds from above, for reference:
SMILES | Cycloheximide cs | AmpC inh no detg | LmPK inhibitor | Pf growth 48h | Tb PYK inh | Pf growth 96h | Shiga toxin inh
c1ccc([C@H]2CN3CCSC3=N2)cc1 | / | -18% | / | ? | -5% | -2% | /
Cc1ccc(-n2c(C)cc(C(=O)CN3C(=O)C(=O)N(C4CCCC4)C3=O)c2C)cc1 | -2 | -23% | 7% | -8% | -1% | -7% | -11
